Compound activity as filed in PubChem BioAssay.
Wnt bcat act – Wnt/beta-catenin pathway activators, primary screen, cell-based, plate reader, single point. Wnt/beta-catenin reporter cell assay, activator. activation, % at 9.35 µM. 1.2% of 300,000 active; in the data active = activation above about 30%, passing the limit was not always enough; inconclusive = no clear call, values can overlap the other calls;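 also: 0% = neutral control wells and 100% = positive control wells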
SR-BI HDL uptake – inhibitors of SR-BI mediated HDL lipid uptake, primary screen, ldlA[mSR-BI] cells, fluorescence, single point | ldlA[mSR-BI] CHO cells, DiI-HDL uptake fluorescence, 3 h | Scavenger receptor class B member 1 (Mus musculus), Q61009 | AID 488896, 2010 | inhibition, % at 12.5 µM | 0.96% of 320,000 active;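 active = mean replicate inhibition of at least 70% and a set share of replicates each scoring 70 or more; inconclusive = meets just one of the two criteria; inactive = fails both criteria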;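 also: 0% = median of neutral control wells and 100% = median of positive control wells; values of inactives mirror those of a sister screen read the other way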
PvdQ acylase – P. aeruginosa PvdQ acylase inhibitors, primary screen, biochemical, fluorescence, plate reader and imaging, single point. PvdQ acylase [Pseudomonas aeruginosa LESB58]. purified PvdQ acylase. inhibition, % at 10 µM. 0.063% of 340,000 active; in the data active = inhibition above about 30%, passing the limit was not always enough; inconclusive = no clear call, values can overlap the other calls;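 also: 0% = vehicle neutral wells and 100% = reference inhibitor wells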
dFosB activator – activators of delta FosB homodimer, primary screen, biochemical, fluorescence polarization, TAMRA-CDK5 oligo, single point; Protein FosB (Mus musculus), P13346; purified delta FosB; percent of positive-control signal above neutral wells; activation, % at 25 µM; 0.99% of 340,000 active;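 active = mean activation above about 17%, with every replicate also reaching it, limit read from the data, passing the limit was not always enough; inconclusive = only one of the two conditions met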;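 also: fluorescence polarization rise as delta FosB binds a TAMRA Cdk5 AP-1 oligo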
Target sequence (P13346 whole entry, looked up): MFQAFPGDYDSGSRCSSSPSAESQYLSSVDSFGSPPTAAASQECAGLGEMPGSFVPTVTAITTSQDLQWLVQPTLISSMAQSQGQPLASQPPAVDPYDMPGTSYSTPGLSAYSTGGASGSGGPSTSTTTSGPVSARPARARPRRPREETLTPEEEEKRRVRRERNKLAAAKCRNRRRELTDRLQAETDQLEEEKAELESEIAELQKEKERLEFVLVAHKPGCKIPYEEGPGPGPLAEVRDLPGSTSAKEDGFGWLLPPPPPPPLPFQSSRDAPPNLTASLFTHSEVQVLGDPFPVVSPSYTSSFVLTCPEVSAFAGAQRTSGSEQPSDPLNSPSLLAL
HTR5A ag – HTR5A agonists in luminescence cell assay, primary screen, counter-screen for OPRM1-OPRD1 heterodimer agonist project, full-deck HTS. cell-based. activation, % at 9.3 µM. 5-hydroxytryptamine receptor 5A (Homo sapiens), P47898. 0.61% of 340,000 active. AID 504692, 2011; in the data active = activation mostly above about 9.5%, no sharp cut-off; inactive = mostly below about 7.6%;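 also: 0% = cells with vehicle only and 100% = reference agonist; strong numbers were not always called active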
Target sequence (P47898 whole entry, looked up): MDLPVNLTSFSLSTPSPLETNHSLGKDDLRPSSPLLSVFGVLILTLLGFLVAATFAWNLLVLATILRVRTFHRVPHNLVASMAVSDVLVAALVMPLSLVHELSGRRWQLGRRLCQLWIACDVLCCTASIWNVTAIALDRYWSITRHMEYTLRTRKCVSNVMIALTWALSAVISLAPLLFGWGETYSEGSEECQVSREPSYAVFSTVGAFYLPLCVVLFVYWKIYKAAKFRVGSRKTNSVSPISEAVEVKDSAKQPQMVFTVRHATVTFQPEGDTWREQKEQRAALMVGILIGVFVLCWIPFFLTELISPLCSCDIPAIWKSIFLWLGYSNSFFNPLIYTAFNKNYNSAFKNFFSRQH
CDK5 p35 inh – inhibitors of human CDK5/p35 kinase, primary screen, biochemical, single concentration; Cyclin-dependent kinase 5 (Homo sapiens) + Cyclin-dependent kinase 5 activator 1 (Homo …; inhibition, % at 10 µM; Recombinant CDK5/p35, ADP-Glo luminescence, 60 min; 0.01% of 330,000 active;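 active = highest replicate inhibition of at least 50% and at least 75% of replicates reaching 50%; inconclusive = only one of the two criteria met; inactive = both criteria failed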;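 also: plate controls were DMSO neutral control for no effect and GW8510 at 10 µM for full effect; many of its hits are not listed in these tables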
HTR5A inv ctr – HTR5A inverse agonists in luminescence cell assay, primary screen, counter-screen for OPRM1-OPRD1 heterodimer inverse agonist project, full-deck HTS; 5-hydroxytryptamine receptor 5A (Homo sapiens), P47898; HTR5A cell line, inverse agonism; inhibition, % at 9.3 µM; 0.083% of 340,000 active; in the data active = inhibition mostly above about 23%, no sharp cut-off; inactive = mostly below about 18%;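 also: 0% = cells with DMSO and 100% = no-cell wells with DMSO; some compounds called inactive have numbers as strong as hits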
MITF act – activators of MITF-driven TRPM1 promoter reporter, primary screen, cell-based, SK-MEL-5, luciferase, single point. 0.75% of 300,000 active. SK-MEL-5 TRPM1-promoter luciferase, 24 h; % of positive control, neutral wells = 0. activation, % at 12.5 µM;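 active = mean activation of at least 80% with every replicate also reaching 80%; inconclusive = mean reaches 80% but some replicate falls short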;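 also: 0% = neutral control wells and 100% = parthenolide positive control wells; values of inactives mirror those of a sister screen read the other way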
V-ATPase pHluor – regulators of yeast V-ATPase proton pumping, primary screen, pHLuorin cytosolic pH fluorescence; S. cerevisiae; response, % at 10 µM; 0.37% of 350,000 active; AID 504577, 2011; in the data active = response mostly above about 7.3%, no sharp cut-off; inactive = mostly below about 5.4%; also: actives read high; inactives centre near 0; some compounds called inactive have numbers as strong as hits; reference of the scale not given here
NSD2 HMT inh – NSD2 histone methyltransferase inhibitors, primary screen, biochemical, AlphaScreen, single concentration, set 2. NSD2 peptide methylation, 120 min. Histone-lysine N-methyltransferase NSD2 (Homo sapiens), O96028. AID 743445, 2014. 0.54% of 310,000 active. inhibition, % at 12.5 µM; in the data active = inhibition above about 50%
Numbers without * were called inactive; ? = inconclusive; . = not tested or not shown; & = joins results of further samples.

nr	SMILES	Wnt bcat act	SR-BI HDL uptake	PvdQ acylase	dFosB activator	HTR5A ag
1	CCC1(C)Cc2c(sc3c2c2ncnn2c2nnc(SCC(=O)NCc4ccco4)n32)CO1 (stereo not drawn)	-1	-8	11	-1	2
2	O=C(Nc1nccs1)c1ccc(-c2ccccc2[N+](=O)[O-])o1	35*	12	-12	-3	5
3	Fc1ccc(CNc2nc(-c3cccnc3)nc3ccccc23)cc1	2	26	11	-28	9
4	Cc1ccc(S(=O)(=O)N(C)c2ccc(C(=O)NCc3cccnc3)cc2)cc1	-4	-14	9	-10	3
5	CCn1c(N2CCN(S(=O)(=O)c3ccc(F)cc3)CC2)nc2ccccc21	?	-6	3	-9	9
6	COc1ccc(C(=O)NCc2nnc(SCC(=O)N3CCCC3)o2)cc1OC	0	-20	0	1	-1
7	O=C(c1ccncc1)N1CCN(S(=O)(=O)c2cc(C(F)(F)F)cc(C(F)(F)F)c2)CC1	-1	-16	-15	-10	3
8	CN(CC(=O)Nc1ccc(F)cc1)C(=O)COC(=O)c1ccc(=O)n(Cc2ccccc2)n1	1	6	-11	-5	0
9	O=C(CCN1C(=O)c2ccccc2C1=O)NCc1ccco1	3	-12	-7	-1	5
10	COc1cc(C)cc(C(=O)O)c1C1=C(O)c2cccc(O)c2C(=O)C1=O	-1	-14	-12	-11	3
11	O=C(COc1ccc(Br)cc1)NCCO	.	-33	5	5	2
12	CCn1c(C)csc1=NC(=O)c1ccccc1	20	20	-13	-2	11
13	Cn1c(=O)c2c(nc3n2CCS3)n(C)c1=O	4	-10	-5	-8	-6
14	Cc1ccc(C(=O)c2ccccc2C(=O)O)c(O)c1	-1	-18	-10	4	-2
15	CCOc1cc(C)nc(N2CCC(C(=O)Nc3ccccc3OCC)CC2)n1	.	34	12	6	3

nr	CDK5 p35 inh	HTR5A inv ctr	MITF act	V-ATPase pHluor	NSD2 HMT inh
1	1.6	3	-3	-4	5
2	2.0	2	79	3	9
3	3.5	-27	-12	1	118*
4	1.1	11	-12	-4	1
5	1.2	-25	7	-2	-4
6	0.6	-11	6	-1	-1
7	2.8	-27	-17	5	-1
8	0.8	22	-1	2	.
9	-1.0	-12	-3	-4	-2
10	-1.9	28	-8	-1	.
11	-0.3	-1	11	2	-1
12	-4.2	1	0	-1	1
13	-1.3	17	3	2	.
14	2.7	6	3	-2	-1
15	-0.7	-12	-4	-4	-1

Next compounds follow:
nr	SMILES	Wnt bcat act	SR-BI HDL uptake	PvdQ acylase	dFosB activator	HTR5A ag
16	O=C(O)C1C2CCC(C2)C1C(=O)Nc1ccc(Cl)c(Cl)c1 (stereo not drawn)	2	3	-16	-4	1
17	Cc1nn(CC(=O)OCC(=O)Nc2cccc(S(N)(=O)=O)c2)c(C)c1[N+](=O)[O-]	0	-52	-15	2	-3
18	COc1ccc2nc(N3CCCC(C(=O)NCCCN4CCN(C)CC4)C3)sc2c1 (stereo not drawn)	1	23	-14	-1	0
19	CCC(C)NC(=O)CSc1nnc(-c2cc(-c3cccs3)nc3ccccc23)o1 (stereo not drawn)	.	5	4	-1	-1
20	CCNC(=S)N1CCN(C(=O)C(Cc2ccccc2)NC(C)=O)CC1 (stereo not drawn)	-3	-15	0	0	1
21	C/C(N)=N\S(=O)(=O)c1ccc(Cl)cc1	.	-10	-5	2	-2
22	CCCc1cc(=O)oc2cc(C)c(CN3CCCC3)c(O)c12	.	-8	-13	-12	1
23	Cc1ccc(-n2c(-c3ccccc3)n[nH]c2=S)cc1	.	9	-18	7	-7
24	Nc1cccc2cccc([N+](=O)[O-])c12	-5	-3	0	4	-1
25	O=S(=O)(CCc1nc2ccccc2[nH]1)c1ccc(Br)cc1	-5	-25	9	-3	-5
26	O=C(Nc1ccccc1C(F)(F)F)c1cc(-c2ccccc2O)on1	.	11	-4	12	2
27	COc1ccc(C(=O)N(Cc2ccccc2)c2cccc(C)c2)cc1	2	-7	-9	-14	4
28	O=C1CC(Cc2ccc(Br)cc2)C(=O)N1c1ccccc1 (stereo not drawn)	-2	-11	23	3	1
29	CCn1c(CNC(=O)c2ccco2)nnc1SCC(=O)c1ccccc1	-2	-13	1	1	-3
30	COc1ccc(-c2nnc(SCC(=O)Nc3cc(S(=O)(=O)N4CCCCC4)ccc3Cl)n2N)cc1	.	-3	-11	0	0

nr	CDK5 p35 inh	HTR5A inv ctr	MITF act	V-ATPase pHluor	NSD2 HMT inh
16	1.8	0	-1	-1	-2
17	-2.3	8	6	2	0
18	-0.6	11	.	5	.
19	0.1	15	3	.	-4
20	-0.9	-2	5	-1	-2
21	-15	-15	4	-5	-2
22	0.3	13	.	4	6
23	3.8	24	-2	0	-1
24	6.8	3	7	-2	12
25	1.2	13	-9	-2	-2
26	-2.1	-6	52	2	1
27	-2.8	1	26	1	-1
28	-3.5	-4	.	1	-4
29	-0.2	9	-5	1	-2
30	0.9	12	-3	-3	-1

Other records
nr	SMILES	Wnt bcat act	SR-BI HDL uptake	PvdQ acylase	dFosB activator	HTR5A ag
31	O=C(Nc1ccccc1C(=O)NCc1cccnc1)c1ccco1	-7&0	15	-7	-5	-7
32	COc1cccc(NCc2cc(=O)oc3cc(C)c(C(C)C)cc23)c1	-19	-2	-9	-13	-1
33	O=C(CCN1CCN(c2ccccc2)CC1)NNC(=S)Nc1ccccc1Cl	-1	-3	-7	-4	-4
34	CCN(C(=O)Cn1nc(C)n2c(cc3cc(C)ccc32)c1=O)c1ccccc1	-2	.	-13	-19	3
35	COc1ccccc1NC(=O)C(C)OC(=O)/C=C/c1ccc2ccccc2n1 (stereo not drawn)	-4	9	-6	-11	0
36	Cc1cc(C)n2nc(C(=O)Nc3ccc4c(c3)CCC4)nc2n1	20	14	-13	-4	-2
37	Cc1ccc(NC(=O)CSc2ncccn2)cc1S(=O)(=O)N1CCOCC1	-3	0	-9	-7	-8
38	CC[N+]1(CC)CC2=Cc3c(ccc4ccccc34)C(C)C2C1 (stereo not drawn)	1	6	10	4	0
39	O=C(Nc1cccnc1)C1CCCN(S(=O)(=O)c2cccc3nsnc23)C1 (stereo not drawn)	-2	-12	-5	1	-2
40	O=C(NCC1CCCO1)c1cc(-c2ccc(F)cc2)no1 (stereo not drawn)	39*	-4	-20	0	3
41	Cc1cc2cc3c(cc2nc1SCC(=O)N1CCN(C(=O)c2ccco2)CC1)OCO3	.	23	-8	-6	2
42	CN(/N=C/c1ccncc1)c1cnc2ccccc2n1	37*	13	10	-41	6
43	COc1ccc(CN(C)C(C)C(=O)N(C)CC(=O)Nc2ccc(C)cc2)cc1F (stereo not drawn)	-3	13	-18	-8	-1
44	COc1ccc2cc3c(N)c(C(=O)NCc4ccco4)sc3nc2c1	.	-11	-5	-26	0
45	COC(=O)c1ccc(CN2C(=O)c3ccccc3C2=O)cc1	0	0	-16	7	-1

nr	CDK5 p35 inh	HTR5A inv ctr	MITF act	V-ATPase pHluor	NSD2 HMT inh
31	1.1	-15	-4	1	-3
32	-0.3	4	8	-1	.
33	0.7	10	-4	-2	-1
34	0.1	-9	3	0	5
35	-1.5	-1	48	1	0
36	2.0	6	48	5	0
37	-1.5	20	-10	-4	2
38	5.6	-10	.	-2	9
39	2.7	-48	-10	4	.
40	-5.9	14	12	4	1
41	0.9	-27	9	-3	1
42	-0.2	-11	35	0	-9
43	1.2	10	-3	1	0
44	-0.6	6	65	0	5
45	-1.5	-17	-8	0	0

Filtered by structure: the compounds so far with an NH in an aromatic ring.
nr	SMILES	Wnt bcat act	SR-BI HDL uptake	PvdQ acylase	dFosB activator	HTR5A ag
23	Cc1ccc(-n2c(-c3ccccc3)n[nH]c2=S)cc1	.	9	-18	7	-7
25	O=S(=O)(CCc1nc2ccccc2[nH]1)c1ccc(Br)cc1	-5	-25	9	-3	-5

nr	CDK5 p35 inh	HTR5A inv ctr	MITF act	V-ATPase pHluor	NSD2 HMT inh
23	3.8	24	-2	0	-1
25	1.2	13	-9	-2	-2

Remaining list, next part
nr	SMILES	Wnt bcat act	SR-BI HDL uptake	PvdQ acylase	dFosB activator	HTR5A ag
46	CSCc1ccc(C(=O)NCC(c2cccs2)N2CCOCC2)cc1 (stereo not drawn)	-1	-33	3	-2	-1
47	COc1cc2c(cc1NC(=O)CN(C)Cc1ccc(OC)c(OC)c1)oc1ccccc12	-5	53	2	-6	4
48	CC(C)(C)C1CCCCC1NC(=O)c1ccncc1 (stereo not drawn)	1	-21	-10	3	-2
49	CC(=O)N1CC(C)Sc2ccc(S(=O)(=O)NCCc3ccccc3)cc21 (stereo not drawn)	-4	-22	5	-5	3
50	O=C(CN1C(=O)S/C(=C\c2cccc(Cl)c2)C1=O)NC1C=CS(=O)(=O)C1 (stereo not drawn)	3	-13	-8	-3	-1
51	CC(=O)Nc1cccc(OCc2c(F)cccc2Cl)c1	0	24	-2	1	0
52	CC(C)C(NC(=O)c1ccccc1)C(=O)OCC(=O)N1CCCC1 (stereo not drawn)	0	-17	-17	2	-4
53	CN(C)c1ccc(/C=C2/C=C(c3ccc4c(c3)CCCC4)OC2=O)cc1	2	.	-12	-8	1
54	CCCNC(=O)C(Sc1ccccc1)c1ccccc1 (stereo not drawn)	.	2	-10	-2	-2

nr	CDK5 p35 inh	HTR5A inv ctr	MITF act	V-ATPase pHluor	NSD2 HMT inh
46	0.2	-1	0	6	-2
47	0.3	-12	-4	2	-1
48	0.1	9	.	-1	-1
49	2.4	-19	1	0	3
50	.	7	-13	2	0
51	-1.0	0	-3	2	0
52	2.3	10	-10	6	-4
53	0.2	-4	-7	-4	-12
54	0.0	4	-1	3	-3

Full records, quoted from the list. Values in the order: Wnt bcat act | SR-BI HDL uptake | PvdQ acylase | dFosB activator | HTR5A ag | CDK5 p35 inh | HTR5A inv ctr | MITF act | V-ATPase pHluor | NSD2 HMT inh
Profile of COc1cccc(NCc2cc(=O)oc3cc(C)c(C(C)C)cc23)c1 = -19 | -2 | -9 | -13 | -1 | -0.3 | 4 | 8 | -1 | .
Profile of COc1ccc2cc3c(N)c(C(=O)NCc4ccco4)sc3nc2c1 = . | -11 | -5 | -26 | 0 | -0.6 | 6 | 65 | 0 | 5
Profile of O=C(CN1C(=O)S/C(=C\c2cccc(Cl)c2)C1=O)NC1C=CS(=O)(=O)C1 (stereo not drawn) = 3 | -13 | -8 | -3 | -1 | . | 7 | -13 | 2 | 0
